FXIIa mix inh: inhibitors of human coagulation factor XIIa, pooled mixtures; P00748; purified FXIIa, fluorogenic substrate; inhibition, % at 5 µM; 62,000 compounds, 0.2% hits;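 further: 0% = enzyme without compound and 100% = no enzyme blank; some results filed as inactive read as strong as hits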
Cathepsin G inh: blocks human cathepsin G enzyme activity; AID 581; 62,000 compounds, 0.2% hits; purified enzyme, AMC-tetrapeptide fluorescence, pooled mixtures; P08311; inhibition, % at 5 µM (by protocol);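 active means inhibition above 20% in each of the two mixture wells holding the compound; inactive means inhibition of 20% or less in either well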;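 further: 0% = enzyme control without mixture and 100% = blank lacking enzyme; strong numbers were not always called active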
CatS block: inhibitors of human cathepsin S | recombinant cathepsin S, AMC dipeptide fluorescence, pooled mixtures | inhibition, %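 (tested at 5 µM per compound within 10-compound mixtures)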 | 62,000 compounds, 0.06% hits | AID 501; in the data active means inhibition above about 32%, passing the limit was not always enough;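 further: 0% = enzyme without compound and 100% = blank without enzyme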
C1s inh: blocks human complement C1s protease activity | purified C1s, fluorogenic AMC substrate, pooled mixtures | mean inhibition % of two 10-compound mixtures (active compounds read high), % at 5 µM (by protocol) | 62,000 compounds, 0.16% hits;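 active means inhibition above 20% in each of the two 10-compound mixture wells holding the compound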;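 further: 0% = enzyme wells lacking compound mixture and 100% = no-enzyme blank wells; some compounds called inactive have numbers as strong as hits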
Target sequence (P09871 16-437 limits assumed): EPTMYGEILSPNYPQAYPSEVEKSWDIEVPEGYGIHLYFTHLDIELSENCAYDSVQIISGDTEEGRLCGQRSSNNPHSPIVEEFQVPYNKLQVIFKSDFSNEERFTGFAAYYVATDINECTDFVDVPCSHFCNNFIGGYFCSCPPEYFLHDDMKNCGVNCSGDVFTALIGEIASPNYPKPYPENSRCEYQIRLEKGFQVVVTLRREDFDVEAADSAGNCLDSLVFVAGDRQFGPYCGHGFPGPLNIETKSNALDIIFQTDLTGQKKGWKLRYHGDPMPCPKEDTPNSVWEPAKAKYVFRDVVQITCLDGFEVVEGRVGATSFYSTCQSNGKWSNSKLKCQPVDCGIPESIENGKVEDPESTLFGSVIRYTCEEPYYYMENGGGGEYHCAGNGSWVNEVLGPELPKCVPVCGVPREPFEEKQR
Target sequence (P09871 438-688 limits assumed): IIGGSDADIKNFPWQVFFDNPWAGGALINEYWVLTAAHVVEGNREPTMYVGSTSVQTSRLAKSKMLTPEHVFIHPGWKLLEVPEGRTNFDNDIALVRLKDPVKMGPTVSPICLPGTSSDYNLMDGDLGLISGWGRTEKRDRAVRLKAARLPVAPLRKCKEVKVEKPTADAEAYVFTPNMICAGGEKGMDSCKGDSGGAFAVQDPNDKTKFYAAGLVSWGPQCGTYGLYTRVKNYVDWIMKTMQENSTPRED
CatL block: inhibitors of human cathepsin L; P07711; purified cathepsin L, fluorogenic substrate, fluorescence; 58,000 compounds, 0.17% hits; inhibition, %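 (tested at 10 µM)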; in the data active means inhibition above about 45%;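 further: 0% = enzyme with no compound and 100% = no enzyme blank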
Target sequence (P07711 114-288 limits assumed): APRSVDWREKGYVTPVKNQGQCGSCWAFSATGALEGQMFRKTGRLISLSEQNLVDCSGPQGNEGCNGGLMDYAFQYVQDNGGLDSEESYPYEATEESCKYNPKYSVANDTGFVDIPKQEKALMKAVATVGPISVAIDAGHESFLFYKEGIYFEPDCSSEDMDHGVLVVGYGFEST
Target sequence (P07711 292-333 limits assumed): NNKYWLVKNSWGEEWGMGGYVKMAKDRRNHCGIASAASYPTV
ROCK2 inh: inhibitors of human Rho kinase 2 | O75116 | purified ROCK2, Kinase-Glo ATP depletion luminescence | inhibition, % at 6 µM | 60,000 compounds, 0.35% hits | AID 604;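 active means inhibition above the screen-wide mean inhibition plus 3 SD, cut at about 18% in these data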;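 further: plate controls were DMSO wells for no effect and Y-27632 control wells after no-enzyme background subtraction for full effect; many of its hits are not listed in these tables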
FXIa inh mix: factor XIa (human) inhibition, mixture screen | 62,000 compounds, 0.19% hits | inhibition, % at 5 µM | purified FXIa, fluorogenic substrate, pooled mixtures | P03951 | AID 680;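 further: each value is inhibition by a whole ten-compound pool holding the compound; 0% = enzyme with no mixture and 100% = wells lacking enzyme; strong numbers were not always called active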
JNK3 inh: blocks human JNK3 kinase activity; P53779; purified JNK3 kinase activity, HTS; inhibition, % at 8 µM; 60,000 compounds, 0.61% hits; in the data active means inhibition above about 17%;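 further: 0% = DMSO and 100% = reference inhibitor; many of its hits are not listed in these tables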
PKA inh: inhibitors of human protein kinase A; P17612; PKA Kemptide phosphorylation, Kinase-Glo ATP luminescence; inhibition, % at 6 µM; 65,000 compounds, 0.1% hits;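 active means inhibition above the screen-wide mean inhibition plus 3 SD, cut at about 21% in these data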; further: many of its hits are not listed in these tables
Numbers without * were called inactive; nt = no result given. Unless noted, no stated cut-off is given here; in the data, active means inhibition above about 20% (passing the limit was not always enough); inactive means the rest. This is a random part of the collection; about 1.5% have a hit in one of these screens.

SMILES	FXIIa mix inh	Cathepsin G inh	CatS block	C1s inh	CatL block	ROCK2 inh	FXIa inh mix	JNK3 inh	PKA inh
CCCCn1nnc(NC(=O)c2ccc(-c3ccccc3)cc2)n1	-4	-19	-18	-142	-2	5	-16	-3	-1
O=C1c2ccccc2C(=O)N1CCn1nc(Cl)nc1Cl	1	2	2	7	-18	1	7	-4	0
CC(C)n1c(N2CCN(C(=O)c3cccs3)CC2)nc2ccccc21	7	-6	-4	-27	6	0	-3	5	7
CC(=O)Nc1cccc(-c2nnc(SCc3ccccc3C#N)n2C)c1	7	11	-2	17	0	-1	6	-1	0
Cc1ccc(C)c(N2CCN(S(=O)(=O)c3ccc4c(c3)oc(=O)n4C)CC2)c1	1	9	13	12	-3	-3	6	-1	-3
O=C1CC(C(=O)NCc2ccccc2)N=C(N2CCCCC2)N1 (centres undefined)	7	-3	6	3	8	6	1	-5	9
COc1cc(-c2noc(-c3cccs3)n2)cc(OC)c1OC	5	-9	-19	-155	2	-1	-22	5	1
O=C(CC(Cc1ccccc1)C(=O)O)NCCc1ccc2c(c1)OCO2 (centres undefined)	7	5	7	1	0	8	2	-2	5
CCC(=O)N1CCc2cc(S(=O)(=O)CCC(=O)Nc3ccc(CC)cc3)ccc21	6	-2	15	-9	4	3	3	-6	3
Cc1ccc(OCC(=O)NCCN2CCCC2)cc1	3	11	0	11	5	6	11	1	12
CCOC(=O)N1CCC(NC(=O)c2cn(-c3ccc(OC)cc3)c(=O)c3ccccc23)CC1	-3	-10	-11	-43	-5	0	-5	-2	5
CCC(Sc1nc(C)cc(=O)[nH]1)C(=O)Nc1ccc(Cl)cn1 (centres undefined)	0	-11	7	-148	11	-2	-7	-3	1

6 neighbouring compounds out of the list so far:
SMILES	FXIIa mix inh	Cathepsin G inh	CatS block	C1s inh	CatL block	ROCK2 inh	FXIa inh mix	JNK3 inh	PKA inh
O=C1CC(C(=O)NCc2ccccc2)N=C(N2CCCCC2)N1 (centres undefined)	7	-3	6	3	8	6	1	-5	9
COc1cc(-c2noc(-c3cccs3)n2)cc(OC)c1OC	5	-9	-19	-155	2	-1	-22	5	1
O=C(CC(Cc1ccccc1)C(=O)O)NCCc1ccc2c(c1)OCO2 (centres undefined)	7	5	7	1	0	8	2	-2	5
CCC(=O)N1CCc2cc(S(=O)(=O)CCC(=O)Nc3ccc(CC)cc3)ccc21	6	-2	15	-9	4	3	3	-6	3
Cc1ccc(OCC(=O)NCCN2CCCC2)cc1	3	11	0	11	5	6	11	1	12
CCOC(=O)N1CCC(NC(=O)c2cn(-c3ccc(OC)cc3)c(=O)c3ccccc23)CC1	-3	-10	-11	-43	-5	0	-5	-2	5

Later entries:
SMILES	FXIIa mix inh	Cathepsin G inh	CatS block	C1s inh	CatL block	ROCK2 inh	FXIa inh mix	JNK3 inh	PKA inh
CN(C)c1nc(SCCOC(=O)COc2ccc(Cl)cc2Cl)nc(N(C)C)n1	1	14	-2	3	27	5	7	-1	6
Cc1cc(C)nc(SCc2csc(N)n2)n1	0	-2	0	4	-1	-2	10	1	0
Cc1cc(NC(=O)CCC(=O)N(CC(=O)NC2CCCC2)c2ccc3c(c2)OCCO3)no1	1	12	2	1	-4	2	0	-8	-3
Cc1ccc2nc(-c3ccccn3)cc(C(=O)N3CCN(c4ncccn4)CC3)c2c1	2	13	4	11	5	6	2	3	12
O=S(=O)(Cc1ccccc1)N1CCN(C2Cc3ccccc3C2)CC1	-4	5	12	2	27	-2	10	0	-5
CSc1nc(N)nc(SCC(=O)c2ccc(C)cc2)c1C#N	15	-2	18	3	8	8	13	4	8
Cc1oc2nc(SCCCC(=O)NCCO)nc(N)c2c1C	1	8	-2	12	2	-2	6	1	2
Cc1csc2nc(CSc3nc4ccccc4o3)cn12	nt	nt	nt	nt	3	-9	nt	1	2
c1coc(Cn2c(SCc3nc4ccccc4[nH]3)nnc2-c2cnccn2)c1	0	12	-2	13	-3	4	3	1	3
CCc1ccc(C(=O)CSc2ncn[nH]2)cc1	-12	6	3	3	nt	-1	-3	4	-2
CC(=O)c1c(C)[nH]c(C(=O)N2c3ccccc3CC2C)c1C (centres undefined)	-3	-1	0	3	0	6	5	2	8
c1ccc(Cn2nnnc2CN2CCN(c3ncccn3)CC2)cc1	3	10	-8	7	6	4	7	2	4
COc1ccc(C(=O)Nc2ccccc2C(N)=O)cc1	10	6	0	11	1	-9	6	12	2
CCC(Sc1nc(C)cc(=O)[nH]1)C(=O)Nc1nc2c(s1)CCCC2 (centres undefined)	-17	-10	13	-36	19	1	4	11	9
O=C(O)C1C2CCC(C2)C1C(=O)NCc1ccccn1 (centres undefined)	8	-1	8	-11	-6	-4	9	-2	-4
O=C(O)CCSc1nc2ccccc2c(=O)[nH]1	6	7	-3	-1	4	4	-4	3	10
CCSc1oc(-c2ccco2)nc1S(=O)(=O)c1ccccc1	-2	8	14	5	0	nt	9	nt	0
CC(C)N(Cc1nc(-c2ccccc2)no1)C(=O)CN(C)S(=O)(=O)c1ccccc1	-9	10	-2	14	2	-1	3	2	-1
Cc1ccnc(SCC(=O)N2CCC(C(N)=O)CC2)n1	2	-21	-23	-142	-13	5	-18	3	-2
Cc1occc1-c1nnc(SCC(=O)N2CCc3ccccc32)o1	0	8	-5	2	8	4	-1	1	6
Cn1c(=O)[nH]c(=O)c2c1nc(Br)n2CCSc1nc2ccccc2o1	5	-8	5	-11	1	2	2	4	3
COC(=O)c1sc2nc(N3CCCCC3)c3c(c2c1N)CC(C)(C)N(C)C3	nt	nt	nt	nt	-76	5	nt	-4	4
COc1ccc(CCNC(=O)CSc2nnnn2-c2ccccc2)cc1	3	5	0	-17	-9	-4	-4	1	-9
CN(c1ccccc1C(=O)N1CCCC1)S(C)(=O)=O	6	-10	-5	-46	0	5	1	0	10

Structural class, the entries above with two or more sulfur atoms (5)
SMILES	FXIIa mix inh	Cathepsin G inh	CatS block	C1s inh	CatL block	ROCK2 inh	FXIa inh mix	JNK3 inh	PKA inh
Cc1cc(C)nc(SCc2csc(N)n2)n1	0	-2	0	4	-1	-2	10	1	0
CSc1nc(N)nc(SCC(=O)c2ccc(C)cc2)c1C#N	15	-2	18	3	8	8	13	4	8
Cc1csc2nc(CSc3nc4ccccc4o3)cn12	nt	nt	nt	nt	3	-9	nt	1	2
CCC(Sc1nc(C)cc(=O)[nH]1)C(=O)Nc1nc2c(s1)CCCC2 (centres undefined)	-17	-10	13	-36	19	1	4	11	9
CCSc1oc(-c2ccco2)nc1S(=O)(=O)c1ccccc1	-2	8	14	5	0	nt	9	nt	0

Next results
SMILES	FXIIa mix inh	Cathepsin G inh	CatS block	C1s inh	CatL block	ROCK2 inh	FXIa inh mix	JNK3 inh	PKA inh
Cc1cc2ccccc2c(=O)n1CC(=O)NCC(=O)N1CCN(c2ccccc2)CC1	-2	10	-4	18	-5	6	2	3	7
Cn1c(=O)c2c(nc(NCCc3ccccc3)n2CC(=O)NCCc2ccccc2)n(C)c1=O	4	3	-4	-4	2	4	2	7	5
CCOC(=O)c1c(C)c(C(=O)O)n(C)c1C	11	12	4	5	16	5	14	-2	8
O=C(Nc1nnc(-c2ccc(Cl)cc2)o1)C1CCCCC1	-11	11	6	5	10	-7	1	-9	2
COc1ccc(CC(=O)Nc2c3c(nn2C(C)(C)C)CS(=O)C3)cc1 (centres undefined)	0	7	1	3	-2	-5	2	1	4
CCC(=O)N1CCN(c2ccccc2NC(=O)Cc2ccccc2)CC1	9	4	17	7	-4	5	5	3	2
Nc1cc(-c2ccco2)no1	4	9	2	13	2	0	5	2	-1
O=C(NCc1cccnc1)C1CC(=O)N(C2CCCCC2)C1 (centres undefined)	9	10	16	-15	14	1	3	3	1
CC(=O)Nc1ccc(S(=O)(=O)NCCc2ccccc2)cc1	0	2	3	0	5	-9	5	-4	2
CCCn1c(SCC(=O)NCC2CCCO2)nc2c1c(=O)n(C)c(=O)n2C (centres undefined)	-2	12	8	0	-2	6	2	-1	6
CCOC(=O)c1ccc(-n2c(-c3ccco3)nc3ccccc3c2=O)cc1	-15	-10	-2	-2	nt	-7	6	-2	-4
CCn1cc(C(=O)NCc2ccco2)c(=O)c2cc(S(=O)(=O)N3CCc4ccccc4C3)ccc21	7	12	1	15	1	1	2	4	4

4 compounds already listed, sorted by the number in C1s inh, smallest number first:
SMILES	FXIIa mix inh	Cathepsin G inh	CatS block	C1s inh	CatL block	ROCK2 inh	FXIa inh mix	JNK3 inh	PKA inh
CCC(Sc1nc(C)cc(=O)[nH]1)C(=O)Nc1ccc(Cl)cn1 (centres undefined)	0	-11	7	-148	11	-2	-7	-3	1
O=C(O)C1C2CCC(C2)C1C(=O)NCc1ccccn1 (centres undefined)	8	-1	8	-11	-6	-4	9	-2	-4
CCOC(=O)c1ccc(-n2c(-c3ccco3)nc3ccccc3c2=O)cc1	-15	-10	-2	-2	nt	-7	6	-2	-4
CSc1nc(N)nc(SCC(=O)c2ccc(C)cc2)c1C#N	15	-2	18	3	8	8	13	4	8

Additional results follow.
SMILES	FXIIa mix inh	Cathepsin G inh	CatS block	C1s inh	CatL block	ROCK2 inh	FXIa inh mix	JNK3 inh	PKA inh
CN(Cc1ccccc1)S(=O)(=O)c1ccc2c(c1)OCCO2	6	8	6	1	18	-1	0	-4	3
Cc1cc(C)c(C(=O)Nc2ccc(S(=O)(=O)Nc3onc(C)c3C)cc2)c(C)c1	-2	2	18	3	20	-3	7	1	6
O=C(O)c1cc(-c2ccncc2)nc2ccc(F)cc12	-4	-1	-11	-92	0	2	-10	1	3
Cc1nc(N2CCN(C)CC2)[nH]c(=O)c1Cc1cccc2ccccc12	5	-5	-3	-14	38	7	-7	2	4
COc1ccc(C(=O)N2c3cc4c(cc3C(C)=CC2(C)C)OCO4)cc1	4	10	-1	13	-2	3	3	-3	9
O=C(OCn1nnc2ccccc2c1=O)c1ccc2ccccc2n1	5	8	18	-6	9	2	7	-2	5
COc1ccc(CCNS(=O)(=O)c2ccc3c(c2)OCCO3)cc1	9	1	-8	-76	18	2	-16	0	1
CCN1CCN(c2ncc(C(=O)N3CCCc4ccccc43)c3ccccc23)CC1	4	-9	-5	-13	2	4	0	5	6
CCSc1nnc(NC(=O)CSc2nnc(Cc3cccn3C)n2-c2ccc(C)cc2)s1	7	8	1	6	14	2	7	1	-4
CC(C)(C)c1ccccc1NC(=O)c1cccnc1	13	11	-3	16	5	4	9	7	-1
Cc1nnc(SCC(=O)N2CCc3ccccc32)n1-c1ccccc1	-1	7	-2	-24	9	5	1	3	10
O=C(CSc1nnc(-c2csc3c2CCCC3)o1)Nc1ccccc1	7	8	-1	5	nt	5	4	0	4
CCCSC1=N/C(=C\C=C\c2ccco2)C(=O)S1	7	8	-6	-7	-17	4	9	5	2
CC(=O)Nc1cccc(N(C)S(C)(=O)=O)c1	9	-20	6	-59	1	-5	-20	0	2
Clc1ccccc1CSc1nnc(-c2ccccn2)n1Cc1ccco1	7	-1	-2	-4	8	nt	3	nt	10
CCN(Cc1ccccc1)C(=O)CCCOc1ccccc1	12	20	4	22	nt	5	11	-3	11
COc1ccc(CCNC(=O)CNCC2CCCO2)cc1OC (centres undefined)	0	11	2	10	10	6	5	4	10
CCOC(=O)C1CCCN(Cc2nc(N)nc(Nc3ccccc3OC)n2)C1 (centres undefined)	5	-1	16	2	nt	-4	10	1	-4
CC(C(=O)N1CCCCC1)N1C(=O)c2ccccc2C1=O (centres undefined)	2	7	1	13	5	0	3	0	0
O=C(Cn1nnc(-c2ccccc2)n1)N1CCN(S(=O)(=O)c2ccc(Cl)cc2)CC1	0	-9	-3	-65	-3	2	5	-1	6
O=c1c2oc3ccccc3c2ncn1Cc1ccccc1Cl	-19	9	1	12	-2	nt	2	nt	-2

Bioassay records (PubChem BioAssay)
